# Source: PubChem (National Center for Advancing Translational Sciences (NCATS))
# KDM4E inh – qHTS Assay for Inhibitors of Human Jumonji Domain Containing 2E (JMJD2E). Lysine-specific demethylase 4E (Homo sapiens), B2RXH2. Potency, µM (series often up to 57.1 µM), for inactives: top-dose activity change, negative = inhibition, hits mostly inhibitors. AID 2147, 2009. 1.6% of 230,000 active. JMJD2E catalytic domain, FDH-coupled NADH fluorescence (FDH is formaldehyde dehydrogenase); active = well fitted inhibition curve with a large enough effect, not every such curve was filed as active; inconclusive = small, poorly fitted or top-dose-only effect, or another doubt; inactive = no such curve, though single readings can be large or run the other way;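 also: 0% = wells with enzyme and -100% = buffer wells without enzyme; nearly all actives have a fitted effect of over 50% in size; many of its hits are not listed in these tables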
# RECQ1 helicase – qHTS Assay for Inhibitors of RecQ-Like Dna Helicase 1 (RECQ1); ATP-dependent DNA helicase Q1 (Homo sapiens), P46063; RECQ1 DNA unwinding, red fluorescence kinetic read; Potency, µM (titrated, usually from 57.3 µM), without a hit: top-dose activity, negative = inhibition, usual class: inhibitors; 0.54% of 240,000 active; AID 2549, 2010;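 also: plate controls were vehicle for no effect and no enzyme for full effect; nearly all actives have a fitted effect of over 30% in size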
#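 RECQ1T1 50 nM; forked duplex (20 bp + 30-nt ss tails) 200 nM, ATP 2 mM final; pH 8.0, 2 mM MgCl2, 2.5 ug/ml poly(dI-dC); 15 min compound preincubation; discontinuous kinetic read over 2 h at RT.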
# Tau fibril ThT – qHTS for Inhibitors of Tau Fibril Formation, Thioflavin T Binding | 2.1% of 270,000 active | recombinant tau K18 P301L (four-repeat tau fragment), heparin-induced fibrillization, ThT fluorescence | Microtubule-associated protein tau (Homo sapiens), P10636 | Potency, µM (titrated, usually from 57.4 µM), for inactives: at the highest dose activity, negative = inhibition, hits mostly inhibitors; also: nearly all actives have a fitted effect of over 55% in size
# Target sequence (P10636 561-689 P618L limits assumed): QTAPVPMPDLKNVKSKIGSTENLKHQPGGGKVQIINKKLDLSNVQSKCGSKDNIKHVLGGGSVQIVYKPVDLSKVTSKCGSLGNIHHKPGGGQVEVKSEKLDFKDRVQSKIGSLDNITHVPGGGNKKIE
#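 K18 P301L tau (15 uM + 0.24 uM Alexa 594-tagged), heparin 20 uM, NaOAc pH 7, 6 h 37 C; ThT 30 uM, 1 h RT, ex 450/em 510 nm.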
# TRb SRC2 PPI – qHTS for Inhibitors of the Interaction of Thyroid Hormone Receptor and Steroid Receptor Coregulator 2; AID 1469, 2008; TRbeta-SRC2 peptide binding, fluorescence polarization; receptor liganded with 1 µM T3; Potency, µM (doses to about 106 µM), inactives show at the top dose activity change, negative = inhibition, usual class: inhibitors; 0.065% of 280,000 active; Thyroid hormone receptor beta (Homo sapiens), P10828;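 also: plate controls were bound peptide for no effect and peptide without receptor for full effect; nearly all actives have a fitted effect of over 50% in size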
#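 Compounds were added to 0.6 uM TRb ligand-binding domain and 20 nM Texas Red-labeled SRC2 peptide in Tris buffer containing 1 uM T3, incubated 5 hr at ambient temperature, then read by fluorescence polarization.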
# L3MBTL1 block – qHTS Assay for the Inhibitors of L3MBTL1; AlphaScreen L3MBTL1–H3K9me1 peptide binding; Potency, µM (series often up to 57.1 µM), inactives show top-dose activity, negative = inhibition, most hits filed as inhibitors; 0.66% of 230,000 active; AID 485360, 2010; also: nearly all actives have a fitted effect of over 60% in size
# Target sequence (Q9Y468 whole entry, looked up): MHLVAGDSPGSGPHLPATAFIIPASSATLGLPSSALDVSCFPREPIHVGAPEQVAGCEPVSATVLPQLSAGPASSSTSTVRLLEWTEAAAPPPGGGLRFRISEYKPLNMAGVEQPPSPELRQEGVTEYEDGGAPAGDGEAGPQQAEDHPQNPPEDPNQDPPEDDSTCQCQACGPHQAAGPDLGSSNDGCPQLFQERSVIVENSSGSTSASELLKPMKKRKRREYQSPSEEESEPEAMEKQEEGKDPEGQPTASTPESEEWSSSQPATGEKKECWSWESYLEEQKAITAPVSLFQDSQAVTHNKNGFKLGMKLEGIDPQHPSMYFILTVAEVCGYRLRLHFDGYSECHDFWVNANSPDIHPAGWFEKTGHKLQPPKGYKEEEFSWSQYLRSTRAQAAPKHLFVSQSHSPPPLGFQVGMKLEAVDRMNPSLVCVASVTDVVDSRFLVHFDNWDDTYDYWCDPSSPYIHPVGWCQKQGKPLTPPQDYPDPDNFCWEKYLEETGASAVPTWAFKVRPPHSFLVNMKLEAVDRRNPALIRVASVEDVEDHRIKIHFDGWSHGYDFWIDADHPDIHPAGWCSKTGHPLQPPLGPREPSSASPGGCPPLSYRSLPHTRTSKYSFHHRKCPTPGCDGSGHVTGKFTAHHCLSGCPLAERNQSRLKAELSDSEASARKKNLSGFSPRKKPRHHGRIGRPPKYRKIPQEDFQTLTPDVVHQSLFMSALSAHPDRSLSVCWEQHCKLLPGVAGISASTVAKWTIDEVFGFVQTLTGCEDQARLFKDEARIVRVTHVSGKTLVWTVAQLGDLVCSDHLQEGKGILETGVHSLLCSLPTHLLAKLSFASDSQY
#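 AlphaScreen assay: L3MBTL1 (50 nM final) was preincubated 30 min at room temperature with biotinylated H3(1-15)K9me1 peptide (75 nM final), then 30 min with library compounds; streptavidin donor and nickel chelate acceptor beads (10 ug/mL final) added, 30 min dark.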
# RGS12 GoLoco inh – qHTS Assay for Inhibitors of RGS12 GoLoco Motif Activity (Red Fluorophore); Guanine nucleotide-binding protein G(i) subunit alpha-1 (Homo sapiens), P63096; Gai1:RGS12 GoLoco peptide FP, rhodamine, 10 min; Potency, µM (highest dose often 61.6 µM), without a hit: top-dose activity, negative = inhibition, actives largely listed as inhibitors; 0.44% of 230,000 active; active = well fitted inhibition curve with a large enough effect, not every such curve was filed as active; inactive = no such curve, though single readings can be large or run the other way; also: nearly all actives have a fitted effect of over 30% in size; many of its hits are not listed in these tables
# TexasRed fluor – Total Fluorescence Counterscreen for Inhibitors of the Interaction of Thyroid Hormone Receptor and Steroid Receptor Coregulator 2; TRb/SRC2 Texas Red total fluorescence interference; Potency, µM (series often up to 106 µM), for the others: at the top dose fluorescence change, negative = quenching; 0.29% of 280,000 active; active = well fitted curve in either direction with a large enough effect; inconclusive = small, poorly fitted or top-dose-only effect
#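 Flags fluorescent or light-absorbing compounds by total fluorescence, S + 2P, at 555 nm excitation and 632 nm emission. Mixture: 20 nM Texas Red SRC2 peptide, 0.6 uM human TRb LBD, 1 uM T3, 5% DMSO; compound exposure 5 h at ambient temperature.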
# Tau FP inhib – qHTS for Inhibitors of Tau Fibril Formation, Fluorescence Polarization. Microtubule-associated protein tau (Homo sapiens), P10636. K18 P301L tau heparin fibrillization, Alexa594 FP, 6 h. Potency, µM (top dose mostly 57.7 µM), for the others: top-dose activity, negative = inhibition, most hits filed as inhibitors. 0.39% of 280,000 active; also: nearly all actives have a fitted effect of over 55% in size
#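 Compound effects on tau fibrillization are measured by Alexa 594 fluorescence polarization (ex 555, em 632 nm). K18 P301L tau is used at 15 uM with 0.24 uM labeled tracer, and 20 uM heparin induces aggregation over 6 hr at 37 C.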
# * hit, by the source's call; i = inactive; ? = inconclusive; nt = not tested or not shown; [ ] = dose if it differs, or a comment. Unless noted, calls follow the shape of the dose curve; as a rule, active = well fitted curve in the direction sought with a large enough effect; inconclusive = small, poorly fitted or top-dose-only effect, or another doubt; inactive = no such curve, though single readings can be large; an effect the other way counts as inactive or inconclusive. Unless noted, % is scaled to controls: 0 for no effect and ±100 for the full control effect; potency is read from the fitted curve at half-maximal effect.
Structure	KDM4E inh	RECQ1 helicase	Tau fibril ThT	TRb SRC2 PPI	L3MBTL1 block	RGS12 GoLoco inh	TexasRed fluor	Tau FP inhib
COC(=O)c1c(-c2cccs2)csc1NC(=O)CN1CCOCC1	-8%	-18%	-9%	-2%	-1%	8%	-1%	-1%
COc1cc(NC(=O)CN2C(=O)CCc3cc(Br)ccc32)cc(OC)c1OC	nt	nt	0%	-8%	nt	nt	-6%	10%
Cc1ccc(N2C(N)=C(C#N)C(c3ccsc3)C3=C2CC(C)(C)CC3=O)cc1 (stereo unspecified)	-5%	0%	-15%	-11%	2%	18%	-2%	7%
COCc1[nH]c(=S)[nH]c(=O)c1C	-12%	-2%	-6%	2%	?	14%	-5%	4%
Cc1ccccc1NC(=O)Cc1nnc(NC(=O)Nc2ccccc2F)s1	-1%	-11%	nt	0%	nt	1%	-4%	-15%
c1cncc(CSc2nnc3ccc(-c4ccco4)nn23)c1	?	i	-12%	0%	15%	5%	0%	4%
Cc1ccc(C(=O)O)cc1NC(=S)NC(=O)Cc1ccccc1	-4%	-7%	5%	0%	7%	-7%	-6%	4%
CC1Cc2ccccc2N1C(=O)CSc1nnc(-c2ccc(S(=O)(=O)N3CCCC3)cc2)o1 (stereo unspecified)	4%	-4%	0%	-5%	2%	-1%	0%	2%
Cc1ccc(OC(=O)c2ccc3snnc3c2)cc1	1%	-3%	-15%	-2%	17%	0%	-2%	-5%
CCCCc1cc2c(cn1)=C(OC(=O)C1CCCC1)C(C)(OC(=O)CC)C(=O)C=2 (stereo unspecified)	14%[11.4 µM]	i[11.5 µM]	?	1%[11.2 µM]	nt	2%[14.2 µM]	-2%[11.2 µM]	1%[11.6 µM]
CCn1c2ccccc2c2cc(NC(=O)CN(C)CC(=O)Nc3ccc(N4CCOCC4)cc3)ccc21	?	-17%	?	-5%	-9%	11%	-3%	15%
CCN1CCC(Nc2ccnc3cc(Cl)ccc23)CC1	?	5%	-6%	-6%	-15%	-1%	-1%	-1%
CC(=O)N/N=C/c1c(C)[nH]n(-c2ccccc2)c1=O	?	6%	-17%	3%	nt	7%	0%	-8%
O=S(=O)(NCc1cn2ccccc2n1)c1cc(F)ccc1F	1%	i	-5%	-2%	17%	0%	0%	-3%
CCOC(=O)c1cnn(-c2nc(OCC)cc(OCC)n2)c1C	4%	-6%	-15%	4%	4%	8%	-1%	5%
Cc1cccc(C(=O)NC(=O)Nc2ccc(-c3cc(C(F)(F)F)nn3-c3ccccc3)cc2)c1	nt	nt	?	4%	nt	nt	-3%	-3%
COc1ccc(C(=O)NCCn2ccc3ccccc32)c(OC)c1	5%	-2%	-17%	-9%	3%	15%	-1%	-3%
CCCC1Cc2c(sc3ncnc(N)c23)CO1 (stereo unspecified)	?	-1%	?	0%	nt	12%	-2%	-1%
O=C(NCc1ccc(Cl)cc1)C1CCCN(C(=O)c2cnn(-c3ccc(F)cc3)c2-n2cccc2)C1 (stereo unspecified)	nt	nt	-8%	-2%	nt	nt	-2%	-7%
C=CCn1c(SCC(=O)Nc2cc(C)ccc2C)nnc1-c1cnccn1	-6%	i	-2%	-5%	0%	9%	-2%	-8%
Cc1nc(C)c(-c2csc(NCc3ccccc3)n2)s1	1%	i	-14%	-28%	?	0%	-1%	-3%
COc1ccccc1C(=O)Nc1cccc(C(=O)OCc2cc(=O)n3c4c(sc3n2)CCCC4)c1	nt	nt	6%	-2%	nt	nt	-1%	-8%
COCCNCC(=O)Nc1nc(C)cs1	?	2%	-13%	-5%	2%	4%	-2%	-5%
COc1ccc(C2C(C(=O)NCc3ccco3)CCC(=O)N2c2ccc(OC)cc2)cc1 (stereo unspecified)	7%	-2%	-5%	-4%	0%	-2%	-6%	-6%
CCn1c(-c2cc(-c3ccc(C)cc3)nc3ccccc23)n[nH]c1=S	-13%	-9%	-14%	4%	-17%	1%	-3%	-4%

# Already shown: entries from further up.
Structure	KDM4E inh	RECQ1 helicase	Tau fibril ThT	TRb SRC2 PPI	L3MBTL1 block	RGS12 GoLoco inh	TexasRed fluor	Tau FP inhib
O=S(=O)(NCc1cn2ccccc2n1)c1cc(F)ccc1F	1%	i	-5%	-2%	17%	0%	0%	-3%
CCOC(=O)c1cnn(-c2nc(OCC)cc(OCC)n2)c1C	4%	-6%	-15%	4%	4%	8%	-1%	5%
Cc1cccc(C(=O)NC(=O)Nc2ccc(-c3cc(C(F)(F)F)nn3-c3ccccc3)cc2)c1	nt	nt	?	4%	nt	nt	-3%	-3%
COc1ccc(C(=O)NCCn2ccc3ccccc32)c(OC)c1	5%	-2%	-17%	-9%	3%	15%	-1%	-3%
CCCC1Cc2c(sc3ncnc(N)c23)CO1 (stereo unspecified)	?	-1%	?	0%	nt	12%	-2%	-1%
O=C(NCc1ccc(Cl)cc1)C1CCCN(C(=O)c2cnn(-c3ccc(F)cc3)c2-n2cccc2)C1 (stereo unspecified)	nt	nt	-8%	-2%	nt	nt	-2%	-7%
C=CCn1c(SCC(=O)Nc2cc(C)ccc2C)nnc1-c1cnccn1	-6%	i	-2%	-5%	0%	9%	-2%	-8%
Cc1nc(C)c(-c2csc(NCc3ccccc3)n2)s1	1%	i	-14%	-28%	?	0%	-1%	-3%
COc1ccccc1C(=O)Nc1cccc(C(=O)OCc2cc(=O)n3c4c(sc3n2)CCCC4)c1	nt	nt	6%	-2%	nt	nt	-1%	-8%
COCCNCC(=O)Nc1nc(C)cs1	?	2%	-13%	-5%	2%	4%	-2%	-5%
COc1ccc(C2C(C(=O)NCc3ccco3)CCC(=O)N2c2ccc(OC)cc2)cc1 (stereo unspecified)	7%	-2%	-5%	-4%	0%	-2%	-6%	-6%
CCn1c(-c2cc(-c3ccc(C)cc3)nc3ccccc23)n[nH]c1=S	-13%	-9%	-14%	4%	-17%	1%	-3%	-4%

# Later entries.
Structure	KDM4E inh	RECQ1 helicase	Tau fibril ThT	TRb SRC2 PPI	L3MBTL1 block	RGS12 GoLoco inh	TexasRed fluor	Tau FP inhib
COc1ccc(O)c(C=Nc2cc(C)on2)c1	-5%	-5%	-10%	-11%	-12%	-1%	-1%	2%
CCOC(=O)c1ccc(NS(=O)(=O)c2cc(-c3nnnn3CC)ccc2OC)cc1	4%	i	1%	-3%	10%	0%	2%	-1%
CCOC(=O)C(Cc1c(F)cccc1Cl)c1ccnc2nc(N)nn12 (stereo unspecified)	?	i	-1%	-2%	1%[11.4 µM]	2%	-3%	4%
COc1cccc(/C=N/NC(=O)C(=O)NCc2ccco2)c1OC	-2%	-4%	-7%	-8%	0%	-3%	-5%	-8%
Cc1oc2ccc(OCc3ccc(F)cc3Cl)cc2c1C(=O)O	14%	-15%	-16%	3%	0%	5%	0%	0%
CN1CCN(CCCCC(=O)c2ccccc2)CC1	0%	-8%	-9%	4%	nt	-5%	-1%	4%
O=C(Nc1nnc(CCc2ccccc2)s1)c1ccco1	-3%	8%	-11%	-2%	nt	-2%	-5%	-6%
Cc1ccc(-n2ncc(C(=O)N3CCN(c4ccccn4)CC3)c2C2CCN(C(=O)OC(C)(C)C)CC2)cc1C	nt	nt	-6%	-9%	nt	nt	-3%	4%
Cc1cc(OCC(=O)N2CCOCC2)ccc1NC(=O)C1CCCCC1	1%	i	-2%	1%	1%	5%	0%	3%
CCc1c(C)nc2cc(-c3ccc(OC)cc3)[nH]n2c1=O	?	-2%	-13%	-1%	5%	4%	-5%	10%
N/C(=N\OC(=O)COc1ccc([N+](=O)[O-])cc1)c1cccnc1	8%	-5%	-5%	-2%	1%	-1%	-2%	-10%
O=C(NCC(c1ccco1)N1CCCCC1)c1ccc(OCc2ccccc2)cc1 (stereo unspecified)	-6%	-5%	-12%	4%	nt	21%	-5%	5%
Cc1ccccc1N=C1c2ccccc2C(=O)C1[N+](=O)[O-] (stereo unspecified)	-24%	7%	-15%	8%	2%	13%	-4%	-4%
Cc1cc(N)nc2nc(C(F)(F)F)nn12	6%	-4%	1%	-13%	16%	-7%	-2%	-2%
COc1ccc(/C=N/NC(=O)/C(=C/c2ccccc2)CCO)cc1	-5%	-7%	?	6%	-7%	-5%	?	-3%
COc1ccc(CC(=O)Nc2ccc(C(N)=O)cc2)cc1	3%	-2%	-11%	-3%	nt	-7%	1%	2%
CCC1CCCCN1Cc1ccc(OC)c(C)c1C (stereo unspecified)	-7%	2%	-7%	-5%	nt	4%	1%	-3%
COC(=O)c1ccccc1NC(=O)NC1CCN(Cc2ccccc2)CC1	?	-6%	-5%	5%	9%	7%	-3%	-3%
Cc1[nH][nH]c(=O)c1C=NCc1cccnc1	5%	-17%	-2%	-3%	5%	4%	0%	4%
CC(C)(C)C(=O)/C(=C\c1ccc([N+](=O)[O-])cc1)n1cncn1	-21%	-7%	?	-10%	-3%	-3%	1%	10%
Oc1ccc(/C=C/c2nc(-c3ccccc3O)n(-c3ccccc3)n2)cc1	?	-6%	?	-10%	-5%	-8%	-4%	?

# These rows are one share of the data. The share of hits here may be higher or lower than overall.
